Integrin act MD: activates integrin-mediated alleviation for muscular dystrophy | 350,000 compounds, 0.064% hits | Potency, µM (highest dose often 38.3 µM), for the others: at the top dose activation, actives largely listed as activators | alpha7betagal myoblasts, beta-gal FDG fluorescence, 48 h | AID 624291;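 also: potency is read from the fitted curve at half-maximal effect; 100% = response of the positive control SU9516; nearly all actives have a fitted effect of over 60% in size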
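Alpha7betagal+/- myoblasts (passage 13) were plated 16-24 hr, then exposed to compounds (1:260 dilution of DMSO stock) for 48 hours at 37C. After MPER lysis, β-galactosidase reporter activity was read as FDG fluorescence (ex 480/em 540) after 30 minutes.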
USP2a block: inhibitors of human ubiquitin-specific protease USP2a. O75604. USP2 core, Ub-CHOP2 coupled fluorogenic reporter, 485/531. Potency, µM (series often up to 38.3 µM), for inactives: at the highest dose activity change, negative = inhibition, hits mostly inhibitors. 330,000 compounds, 0.01% hits. AID 463254;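 also: potency is read from the fitted curve at half-maximal effect; plate controls were DMSO wells for no effect and full inhibition by NEM control for full effect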
Target sequence (O75604 whole entry, looked up): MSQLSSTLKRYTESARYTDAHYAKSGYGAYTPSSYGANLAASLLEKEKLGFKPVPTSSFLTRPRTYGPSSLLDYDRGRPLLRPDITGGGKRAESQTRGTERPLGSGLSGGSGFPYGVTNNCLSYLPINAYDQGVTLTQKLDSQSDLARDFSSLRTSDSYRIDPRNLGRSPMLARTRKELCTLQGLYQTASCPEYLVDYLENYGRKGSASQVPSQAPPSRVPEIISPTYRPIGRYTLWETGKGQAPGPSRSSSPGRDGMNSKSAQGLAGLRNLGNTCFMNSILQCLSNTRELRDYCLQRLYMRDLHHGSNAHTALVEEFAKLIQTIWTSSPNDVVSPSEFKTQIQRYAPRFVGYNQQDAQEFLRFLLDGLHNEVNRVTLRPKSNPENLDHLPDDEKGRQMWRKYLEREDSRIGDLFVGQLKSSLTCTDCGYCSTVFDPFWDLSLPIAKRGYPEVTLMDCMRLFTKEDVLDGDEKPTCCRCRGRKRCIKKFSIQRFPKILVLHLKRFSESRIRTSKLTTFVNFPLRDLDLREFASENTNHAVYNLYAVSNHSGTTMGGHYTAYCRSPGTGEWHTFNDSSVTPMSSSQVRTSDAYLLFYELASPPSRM
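USP2 core (10nM final) preincubated 30min RT with compound in 20mM Tris-HCl pH 8.0, 2mM CaCl2, 2mM beta-mercaptoethanol, 0.05% CHAPS; 25nM Ub-CHOP2 plus 25nM reporter substrate added, fluorescence (Ex485/Em531) read after 60min.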
BRCA1 expr act: activators of BRCA1 expression | MCF7-BRCA1-FFLuc reporter, luminescence, 48 h; response scale: scaled: vehicle 0%, 10 µM genistein 100% | Potency, µM (titrated, usually from 46.1 µM), for inactives: top-dose activation, usual class: activators | 380,000 compounds, 1.1% hits | AID 624202; also: potency is read from the fitted curve at half-maximal effect; nearly all actives have a fitted effect of over 80% in size; some results filed as inactive show a strong effect at the top dose
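Activators of BRCA1 expression were detected as increased firefly luciferase luminescence in engineered MCF7 cells after 48 h compound incubation. Signals were scaled to genistein 10 microM as full activation.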
B2AR arrestin: agonists driving beta-arrestin recruitment to human beta2-adrenergic receptor; Potency, µM (top dose mostly 46.1 µM), inactives show at the highest dose activation, usual class: activators; 330,000 compounds, 0.02% hits; AID 492947; beta-arrestin recruitment to beta2AR, cell-based reporter; P07550;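 also: potency is read from the fitted curve at half-maximal effect; 0% = DMSO controls and full agonism = EC100 isoproterenol or metaproterenol; nearly all actives have a fitted effect of over 65% in size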
Target sequence (P07550 whole entry, looked up): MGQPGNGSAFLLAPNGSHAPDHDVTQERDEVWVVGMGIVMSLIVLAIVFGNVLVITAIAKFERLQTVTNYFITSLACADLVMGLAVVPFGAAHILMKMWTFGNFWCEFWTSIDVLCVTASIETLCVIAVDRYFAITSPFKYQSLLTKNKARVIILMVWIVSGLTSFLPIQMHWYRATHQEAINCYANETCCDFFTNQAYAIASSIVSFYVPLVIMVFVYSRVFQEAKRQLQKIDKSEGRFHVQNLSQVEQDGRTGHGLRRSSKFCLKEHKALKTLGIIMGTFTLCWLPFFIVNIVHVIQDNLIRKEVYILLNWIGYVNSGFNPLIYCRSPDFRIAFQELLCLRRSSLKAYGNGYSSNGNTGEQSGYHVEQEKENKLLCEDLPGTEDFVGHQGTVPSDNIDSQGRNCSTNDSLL
PTAP TSG101 blk: blocks PTAP/TSG101 interaction to inhibit HIV-1 budding | 340,000 tested, under 10 active | Fluorescence polarization, FITC-PTAP peptide / Tsg101 binding | Q99816 | Potency, µM (series often up to 115 µM), without a hit: top-dose activity change, negative = inhibition, actives largely listed as inhibitors | AID 493005; active = well fitted inhibition curve with a large enough effect in the main read-out, with a control signal flat, not every such curve was filed as active; inconclusive = small, poorly fitted or top-dose-only effect, or effect the other way, or a change in a side signal; inactive = no such curve, though single readings can be large or run the other way; also: potency is read from the fitted curve at half-maximal effect; % of control where 0% means no effect
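FP read-out: FITC-PTAP peptide, 50 nM final, binding Tsg101 binding domain, 10 uM final; 20 min, r.t.; 10 mM HEPES pH 7.5, 0.15 M NaCl, 0.01% Tween 20, 3 mM EDTA, 0.1 mM TCEP.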
p53 reactivation: restores transcriptional activity of mutant p53; H1299 p53-A138V BP100-luciferase reporter, luminescence, 24 h; Potency, µM (titrated, usually from 92.2 µM), inactives show at the highest dose activity change, positive = activation, usual class: activators; 320,000 compounds, 0.063% hits; also: potency is read from the fitted curve at half-maximal effect; % of control where 0% means no effect; nearly all actives have a fitted effect of over 45% in size
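p53-null H1299 cells stably carrying temperature-sensitive p53-A138V and a BP100-luciferase reporter were pinned with compounds (4-point, 1:5 series) and held 24 hrs at 37 deg C. Luminescence was read 10 min after detection reagent.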
Eya2 phos inh: blocks the phosphatase activity of human Eya2 | recombinant Eya2, OMFP fluorescence dephosphorylation (OMFP is methylfluorescein phosphate) | 330,000 compounds, 0.006% hits | O00167 | AID 488837 | Potency, µM (doses to about 76.9 µM), for inactives: top-dose activity, negative = inhibition, actives largely listed as inhibitors; also: potency is read from the fitted curve at half-maximal effect; % is scaled to controls: 0 for no effect and ±100 for the full control effect
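Eya2 (0.2 uM) preincubated 10 min at ambient with compound, then OMFP substrate added at 50 uM; 10 min reaction in 50 mM HEPES pH 7.5, 50 mM NaCl, 5 uM MgCl2, 0.05% BSA, 1 mM DTT. Fluorescence read at Ex 485/Em 525 nm.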
S-ASM inh: blocks human secretory acid sphingomyelinase; placental ASM, HMU-PC fluorogenic substrate, 60 min; Potency, µM (doses to about 57.5 µM), without a hit: at the highest dose activity change, negative = inhibition, actives largely listed as inhibitors; 340,000 compounds, 0.006% hits; AID 504937; also: potency is read from the fitted curve at half-maximal effect
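Steps: dispense placental human ASM, pin compound, wait 10 min at room temperature, add HMU-PC0 substrate at 9 uM final, incubate 60 min at 37 °C, add stop solution raising pH to 10, read fluorescence.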
ELG1 genotox: induces genotoxicity in HEK293T cells with luciferase-tagged ELG1 | AID 504466 | 330,000 compounds, 1.3% hits | Potency, µM (doses to about 46 µM), for the others: at the highest dose activity change, positive = activation, usual class: activators | HEK293T ELG1-luciferase reporter, luminescence, 16 h; also: potency is read from the fitted curve at half-maximal effect; % of control where 0% means no effect; nearly all actives have a fitted effect of over 60% in size
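Luminescence read-out: rising ELG1-luciferase signal, reflecting elevated ELG1 protein under genetic stress, flags genotoxic compounds. Cells were treated for 16 hr at 37 °C before ONE-Glo detection.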
uPA generation: cell surface uPA generation inhibition. AID 540303. Potency, µM (doses to about 38.3 µM), inactives show at the top dose activity change, negative = inhibition, usual class: inhibitors. 330,000 compounds, 0.31% hits. cell surface uPA generation assay, qHTS; active = well fitted inhibition curve with a large enough effect; inconclusive = small, poorly fitted or top-dose-only effect; inactive = no such curve, though single readings can be large or run the other way; tested in mouse RAW 264.7 cells; also: potency is read from the fitted curve at half-maximal effect; % is scaled to controls: 0 for no effect and ±100 for the full control effect; nearly all actives have a fitted effect of over 55% in size
TRPV1 ag: human TRPV1 agonism. Q8NER1. TRPV1-expressing cells, Fluo-8 calcium influx, agonist mode. activation, % at 8.33 µM. 320,000 compounds, 0.19% hits; in the data active = activation above about 80%; inconclusive = between about 30% and that limit; also: 0% is about no effect
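Fluo-8 calcium influx in TRPV1-expressing cells, kinetic read (ex 480/em 520 nm). Compound added and read 3 min for agonist activity, followed by capsaicin at EC20 final and 2 min further read for enhancement.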
Numbers without * were called inactive; i = inactive; u = inconclusive; x = no result given; [ ] = remark or other dose. Unless noted, calls follow the shape of the dose curve; as a rule, active = well fitted curve in the direction sought with a large enough effect; inconclusive = small, poorly fitted or top-dose-only effect, or another doubt; inactive = no such curve, though single readings can be large; an effect the other way counts as inactive or inconclusive.

Fields: TRPV1 ag, uPA generation, PTAP TSG101 blk, B2AR arrestin, ELG1 genotox, USP2a block, S-ASM inh, BRCA1 expr act, p53 reactivation, Eya2 phos inh, Integrin act MD
CCCCN(C)CCNC(=O)Cn1ncc2c(=O)oc3ccc(C)cc3c21
→ 0, 1%, 0%, 0.0%, 4%, 1%, 11%, 2%, -2%, -3%, -4%
CCCOc1ccc(-c2nnn(CC(=O)N3CCC(C)CC3)n2)cc1
→ u, -5%, 0%, -0.2%, 2%, 1%, -7%, -3%, 6%, -28%, -20%
Cc1ccc(Oc2nc3c(c(=O)n(Cc4ccccc4F)c(=O)n3C)n2C)cc1
→ u, x, 0%, -0.2%, -12%, 2%, -8%, -38%, 8%, -4%, -21%
CNC(=O)COC(=O)/C=C/c1nc2ccccc2s1
→ 24, -8%, -3%, 0.3%, -10%, 0%, -2%, -20%, 8%, 6%, -6%
CCOC(=O)C1CCN(c2nc3ccccc3nc2C(C#N)C(=O)OC(C)COC)CC1 (stereo not given)
→ u, -8%, -2%, 0.1%, -13%, 5%, -12%, -18%, -11%, 0%, 3%
CC(C)Sc1nnc(CNC(=O)C23CC4CC(CC(C4)C2)C3)n1C1CCCCC1
→ 4, 4%, 0%, 0.3%, -6%, 1%, 6%, -38%, 27%, -8%, 0%
CCN(C(=O)COc1ccc(C)cc1OC)c1cccc2ccccc12
→ x, 2%, -3%, -0.3%, -6%, 2%, -3%, -35%, -2%, -16%, 11%
Cn1cc([N+](=O)[O-])c(C(=O)Nc2ccc3c(c2)OCCO3)n1
→ 5, u, -3%, 0.3%, 22%, 8%, 0%, 78%, u, 3%, -50%[inhibitor]
CC(C)(C)c1ccc(C(=O)N2CCNC(=O)C2CC(=O)Nc2ccc(F)cc2)cc1 (stereo not given)
→ 5, -3%, -2%, -1.0%, 0%, -2%, 2%, 4%, -7%, 6%, -24%
CN1CCc2c(sc3nc(SCC(N)=O)n(-c4ccc(Cl)cc4)c(=O)c23)C1
→ -1, -14%, 27%, 0.1%, -1%, 5%, 29%, -65%, 0%, -10%, 10%

More entries:
Fields: TRPV1 ag, uPA generation, PTAP TSG101 blk, B2AR arrestin, ELG1 genotox, USP2a block, S-ASM inh, BRCA1 expr act, p53 reactivation, Eya2 phos inh, Integrin act MD
O=C(COc1ccc2ccc(=O)oc2c1)N1CCN(c2ccccc2)CC1
→ -3, 1%, -4%, -0.1%, -9%, -12%, 442%[activator], -4%, -2%, -2%, -15%
COc1cc2sc(-c3ccc(S(C)(=O)=O)cc3)c(C(=O)NCc3ccc(C)o3)c2cc1OC
→ x, -9%, x, 0.0%, -5%, 4%, 66%[activator], -8%, -2%, -4%, -34%
Cn1ncc2c(c(SCc3ccc(Cl)cc3Cl)nn2C)c1=O
→ -5, -8%, -1%, -0.7%, 2%, -1%, -3%, -20%, 4%, -1%, 9%
O=C(OCC(=O)N1CCCC1)c1cc([N+](=O)[O-])ccc1Cl
→ 0, -2%, 2%, 0.5%, -3%, 1%, -1%, -8%, 5%, 3%, 2%
CCN1CCN(c2ncnc3c2oc2nc(C(C)C)c4c(c23)CCC4)CC1
→ 4, x, x, 0.1%, 4%, -1%, x, x, 8%, 20%, x
COc1ccc(S(=O)(=O)N2CCCCCC2)cc1NC(=O)c1ccccc1S(C)(=O)=O
→ 3, -6%, -1%, -0.2%, 0%, -1%, -2%, -12%, -6%, -10%, -31%
O=C(Cn1cncn1)N/N=C/c1ccccc1O
→ -1, -4%, -3%, -0.8%, -4%, -3%, 158%[activator], 3%, 10%, -10%, -25%
O=C(CCC(=O)Nc1nnc(C2CCCCC2)s1)NCc1cccs1
→ -4, 3%, 0%, -0.5%, -5%, -1%, 0%, 6%, -5%, -5%, -15%
O=C1CN(C(=O)/C=C/c2ccco2)c2ccccc2N1
→ -1, 4%, 1%, -0.4%, 7%, 3%, -1%, -4%, -1%, -1%, -7%
Cn1cc(/C(Cc2ccccc2)=N\O)c2ccccc21
→ 2, -7%, -10%, 0.0%, 0%, 1%, -6%, -79%, -2%, 14%[15.4 µM], -2%

(more compounds)
Fields: TRPV1 ag, uPA generation, PTAP TSG101 blk, B2AR arrestin, ELG1 genotox, USP2a block, S-ASM inh, BRCA1 expr act, p53 reactivation, Eya2 phos inh, Integrin act MD
O=C(c1ccc(F)cc1)c1c[nH]c(C(=O)NCc2ccco2)c1
→ 16, 2%, 3%, -0.2%, 0%, -2%, 1%, -3%, -8%, -4%, 1%
CN(CC(=O)Nc1ccc(Cl)cc1)C(=O)CCc1c[nH]c2ccccc12
→ 4, 9%, 0%, -0.1%, -4%, -2%, -10%, -11%, 0%, -4%, -3%
CC(=O)N1N=C(c2ccc([N+](=O)[O-])cc2)CC1c1ccccc1Cl (stereo not given)
→ -4, 0%, -5%, 0.3%, 0%, -5%, -5%, 0%, x, -23%, u
N#Cc1cc2cc3c(cc2nc1NCCNC(=S)NCCCN1CCOCC1)OCO3
→ 1, -4%, -3%, -0.8%, -1%, 10%, i, -16%, 11%, 4%, -34%
O=C1N/C(=N\c2ccccn2)SC1Cc1ccccc1Cl (stereo not given)
→ 9, 22%, 0%, -0.1%, u, 5%, 0%, -36%, 4%, -8%, 6%
O=C(NCCc1ccc(Cl)cc1)C(=O)Nc1cc2c3c(c1)CC(=O)N3CCC2
→ -5, 12%, 0%, 0.1%, 0%, 1%, -1%, -15%, -7%, -12%, 14%
Cc1ccc(CS(=O)(=O)CCC(=O)NCCN2CCCC2)cc1
→ 6, 0%, -14%, 0.2%, 5%, -3%, 6%, 5%, -1%, 1%, 5%
COC(=O)c1sc(NC(=O)c2ccoc2C)nc1C
→ 0, 0%, 2%, -0.7%, u, 0%, 1%, 1%, u, -1%, 10%
O=C(CSc1nnc(CNC(=O)c2ccccc2)o1)NCc1ccccc1Cl
→ -2, 15%, -5%, -0.7%, -1%, 4%, -1%, -13%, -13%, 6%, -13%
CC(NC(=O)c1cc(-c2cccs2)on1)c1ccccc1 (stereo not given)
→ u, x, -2%, -0.2%, -1%, -5%, 0%, 44%, 18%, 14%, -11%[7.66 µM]

Additional entries
Fields: TRPV1 ag, uPA generation, PTAP TSG101 blk, B2AR arrestin, ELG1 genotox, USP2a block, S-ASM inh, BRCA1 expr act, p53 reactivation, Eya2 phos inh, Integrin act MD
CN1C(=O)c2ccccc2N(C)C1c1ccccc1Cl (stereo not given)
→ 2, x, 0%, 0.0%, -5%, -1%, x, 2%, -2%, 1%, -7%
CC(O)c1ccc(Oc2cnccn2)cc1 (stereo not given)
→ -5, -1%, -6%, -1.0%, -2%, 2%, 3%, 15%, 6%, 5%, 16%
Cc1cc(Cl)ccc1C(=O)C1CCCN(C(=O)CN2CCOC2=O)C1 (stereo not given)
→ 2, -5%, -1%, 0.5%, 1%, 5%, -1%, -7%, -1%, -3%, 0%
CCN(Cc1ccncc1)C(=O)CCc1nnc(CCc2ccc(OC)cc2)o1
→ -1, 2%, 0%, -1.3%, 0%, -2%, 2%, -4%, 5%, -2%, 4%
Fc1ccccc1CSc1ncnc2c1ncn2C1CCCCO1 (stereo not given)
→ x, 3%, -6%, x, x, x, -5%, u, x, x, 3%
O=C(C1CC1)N1N=C(c2ccccc2)CC1(O)C(F)(F)F (stereo not given)
→ 5, -18%, -8%, -0.4%, -2%, 1%, 0%, 8%, 2%, 5%, 0%
CCOC(=O)N/N=C1\CC(C)CC(C)(C)C1 (stereo not given)
→ 1, 8%, -1%, -2.6%, 0%, 0%, 4%, -25%, 0%, 1%, 12%

One compound at a time, as listed above.
O=C(C1CC1)N1N=C(c2ccccc2)CC1(O)C(F)(F)F (stereo not given) in the list: TRPV1 ag: 5; uPA generation: -18%; PTAP TSG101 blk: -8%; B2AR arrestin: -0.4%; ELG1 genotox: -2%; USP2a block: 1%; S-ASM inh: 0%; BRCA1 expr act: 8%; p53 reactivation: 2%; Eya2 phos inh: 5%; Integrin act MD: 0%
Cc1cc(Cl)ccc1C(=O)C1CCCN(C(=O)CN2CCOC2=O)C1 (stereo not given) in the list: TRPV1 ag: 2; uPA generation: -5%; PTAP TSG101 blk: -1%; B2AR arrestin: 0.5%; ELG1 genotox: 1%; USP2a block: 5%; S-ASM inh: -1%; BRCA1 expr act: -7%; p53 reactivation: -1%; Eya2 phos inh: -3%; Integrin act MD: 0%
